# Arrestin-AP2 inh: inhibitors of human beta-arrestin and AP2 interaction; FITC-arrestin peptide / GST-AP2 beads, flow cytometry; AP2 beta2 appendage carries R879A mutation; inhibition, % at 10 µM; 0.31% of 340,000 active; AID 504490;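 active means inhibition above a set limit, near 3 SD of compounds lacking own fluorescence, cut at about 54% in these data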;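 further: plate controls were DMSO wells for no effect and 5 µM unlabelled arrestin peptide for full effect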
#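 Measured by: flow cytometry, FL1 (488/535 nm); Material: AP2 appendage R879A on GSH beads; Evaluation: percent response; Timing: pre-incubation 12 min, peptide binding 1 h, room temperature; Also added: 50 nM FITC-arrestin peptide; Medium: PBS with 0.05% Tween 20 and 0.1% BSA.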
# NSD2 HMT inh: blocks human histone methyltransferase NSD2; O96028; NSD2 peptide methylation, AlphaScreen, 120 min; inhibition, % at 12.5 µM; 0.54% of 310,000 active; in the data active means inhibition above about 50%
# RTF Ca sens inh: cardiac RTF calcium desensitization. P19429+P45379. IANBD-labeled cardiac RTF, Ca2+ fluorescence. inhibition, % at 7.15 µM. 0.12% of 340,000 active;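 active means inhibition above the mean inhibition of all tested compounds plus 3 SD, cut at about 17% in these data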;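 further: assay run at fixed EC70 calcium of 1.6 mM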
# DAGLB inh: blocks human DAGLB lipase activity. HEK293T DAGLB membrane lysate, EnzChek fluorogenic substrate. inhibition, % at 5.17 µM. 0.059% of 340,000 active. AID 504411; in the data active means inhibition above about 34%;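 further: 0% = enzyme with vehicle and 100% = wells lacking enzyme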
# Target sequence (Q8NCG7 whole entry, looked up): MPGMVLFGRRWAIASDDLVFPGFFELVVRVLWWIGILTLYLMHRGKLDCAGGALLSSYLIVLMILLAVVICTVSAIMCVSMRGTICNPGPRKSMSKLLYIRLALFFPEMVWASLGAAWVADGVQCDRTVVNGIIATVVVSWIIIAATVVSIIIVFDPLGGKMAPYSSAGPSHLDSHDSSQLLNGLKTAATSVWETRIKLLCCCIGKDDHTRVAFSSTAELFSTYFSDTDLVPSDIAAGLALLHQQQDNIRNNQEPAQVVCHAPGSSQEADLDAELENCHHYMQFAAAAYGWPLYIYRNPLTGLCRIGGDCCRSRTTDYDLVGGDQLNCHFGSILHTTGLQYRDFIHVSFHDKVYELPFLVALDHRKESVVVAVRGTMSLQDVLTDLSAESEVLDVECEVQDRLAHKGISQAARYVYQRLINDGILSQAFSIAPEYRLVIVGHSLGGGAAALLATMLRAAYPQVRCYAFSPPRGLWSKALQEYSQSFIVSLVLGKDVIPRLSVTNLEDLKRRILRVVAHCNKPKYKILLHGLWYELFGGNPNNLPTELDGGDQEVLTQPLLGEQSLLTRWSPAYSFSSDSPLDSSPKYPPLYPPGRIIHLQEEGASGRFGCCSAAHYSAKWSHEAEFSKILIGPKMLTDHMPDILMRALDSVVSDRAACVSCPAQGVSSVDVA
# CAL PDZ FP-1: CAL PDZ (human) peptide binding inhibition; purified CAL PDZ, TMR-peptide fluorescence polarization, 1 h; AID 602252; Q9HD26; 0.92% of 300,000 active; inhibition, % at 24.9 µM;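 active means mean inhibition of at least 30% with at least half of replicates also reaching 30%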;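 further: 0% = DMSO neutral control and 100% = excess unlabeled competitor peptide PRC23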
# LANA DNA inh: blocks KSHV LANA C-terminal domain binding to DNA; MBP-C-LANA/FAM-LBS DNA binding, fluorescence polarization; inhibition, % at 9 µM; 0.078% of 340,000 active; AID 504423;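 active means highest replicate inhibition at or above 60% at 9 µM, even if other replicates fall short; inactive means all replicates below 60% inhibition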;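 further: 0% = neutral control wells and 100% = 4 µM acridine orange control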
# Keap1 Nrf2 FP: Keap1-Nrf2 (human) interaction inhibition; Q14145; Keap1 Kelch-Nrf2 peptide fluorescence polarization, 1536-well; inhibition, % at 9.4 µM; 0.15% of 340,000 active; AID 504523; in the data active means inhibition above about 12%;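 further: human Keap1 Kelch domain with fluorescein labeled Nrf2 9mer peptide probe; 0% = neutral control wells and 100% = peptide positive control; higher means more block of Keap1 binding to Nrf2 peptide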
# V-ATPase pHluor: yeast V-ATPase proton transport regulation by pHLuorin | S. cerevisiae, pHLuorin cytosolic pH fluorescence | 0.37% of 350,000 active | AID 504577 | response, % at 10 µM; in the data active means response mostly above about 7.3%, no sharp cut-off; inactive means mostly below about 5.4%; further: actives read high; inactives centre near 0; some compounds called inactive have numbers as strong as hits; reference of the scale not given here
# CAL PDZ FP-2: human CAL PDZ-peptide interaction inhibition; Q9HD26; purified CAL PDZ, TMR-peptide fluorescence polarization, 1 h; AID 504414; inhibition, % at 20 µM; 0.02% of 330,000 active;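 active means highest replicate inhibition of at least 40%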;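 further: plate controls were DMSO neutral control wells for no effect and unlabeled competitor peptide control wells for full effect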
#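 Material: tagged CAL PDZ domain; buffer or medium: 25 mM sodium phosphate pH 7.4, 150 mM NaCl, TCEP, IgG, Thesit; compound dosing: single point, 20 µM; schedule: 1 h incubation at room temperature before polarization reading; measured by: FP readout, S and P plane fluorescence; read-out basis: percent inhibition from loss of millipolarization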
# DSG3 Ab inh: blocks pemphigus antibody binding to human desmoglein-3. DSG3-coupled beads, scFv-anti-DSG3-GFP binding, flow cytometry; active compounds read low. P32926. 0.48% of 310,000 active. binding (percent of control), % at 10 µM. AID 588358;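 active means binding more than 3 SD below its plate's average and above zero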;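 further: hits lower antibody fragment binding to DSG3; some compounds called inactive have numbers as strong as hits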
# Active calls of the source: *; i = inactive; / = not tested or not shown.
# Each structure is followed by: Arrestin-AP2 inh, NSD2 HMT inh, RTF Ca sens inh, DAGLB inh, CAL PDZ FP-1, LANA DNA inh, Keap1 Nrf2 FP, V-ATPase pHluor, CAL PDZ FP-2, DSG3 Ab inh
- Cc1cnc(C2OCCO2)c2cccc([N+](=O)[O-])c12
    /, 6, /, -3, /, /, /, 0, /, 107
- CCOc1c(Cl)cc(CNCC(C)C)cc1Cl
    3, -1, -5, -2, 5, -2.1, -3, 20*, 1.7, 101
- Cc1onc(-c2ccccc2)c1C(=O)c1c[nH]c(C(=O)NCc2ccccn2)c1
    -14, -1, 7, 0, 4, -0.3, -5, -4, -0.5, 113
- COc1ccccc1NS(=O)(=O)c1cc(C(=O)N2CCCC2)ccc1C
    20, 0, -6, -1, -3, 0.8, -1, 6, 0.9, 102
- N#CC1C(=N)Cc2ccccc2-c2ccccc21 (centres undefined)
    -4, -3, -2, 2, 0, 2.3, 3, 0, 0.1, 93
- S=C(NCc1ccncc1)Nc1cc(Cl)cc(Cl)c1
    -11, -1, -1, 1, -5, 0.3, 3, -1, -0.4, 106
- CN(CC(=O)Nc1cccc(F)c1)C(=O)c1ccc(OCc2cn3ccccc3n2)cc1
    5, 1, 1, 0, -9, 2.3, -5, -7, -1.7, /
- C=CCn1cccc(C(=O)Nc2cc(OC)ccc2OC)c1=O
    -12, 0, -20, 2, -4, -0.5, -8, 1, -2.2, 98
- CN(CC(=O)Nc1cccc(F)c1)C(=O)c1cccnc1Sc1ccc(Cl)cc1
    -12, -2, -1, -1, -3, 1.2, 1, -1, -2.3, 101
- COc1ccc(NC(=O)CN2C(=O)COc3ccc(S(=O)(=O)N4CCOCC4)cc32)c(OC)c1
    -1, 2, -3, -2, -3, -2.0, 2, 2, 0.8, 90
- CC(=O)c1ccc(-c2ccc(-c3cc(=O)oc4c(C(C)C)ccc(C)c34)cc2)cc1
    38, /, -2, -11, -2, -0.1, -5, 0, -1.5, 93
- O=C(CCc1nnc2ccc(NCc3ccccc3)nn12)NC1CCCC1
    -10, 1, -10, 3, 8, 0.8, -2, 2, -0.1, 89
- Cc1cc(C)c(NC(=O)CN2C(=O)NC3(CCCCC3)C2=O)c(Cl)c1
    24, 5, -1, 1, /, -2.6, -2, 2, -0.7, 101
- Nc1ccc(-c2ccc(C(=O)O)s2)cn1
    0, 0, 5, 2, -1, -0.6, -1, 3, -3.5, 86
- CC(C)(C)Cc1nnc(NS(=O)(=O)c2ccc(F)cc2)s1
    -5, -5, -3, 5, -2, -0.9, -2, -1, -0.7, 102
- O=C(Nc1ccccc1C(F)(F)F)N1CCC(n2c(=O)[nH]c3ccccc32)CC1
    18, 31, -9, 3, -5, -2.7, 0, -9, -0.6, 96
- Cc1ccc(S(=O)(=O)N(CC(=O)NCC2CCCO2)Cc2cccc(C)c2)cc1 (centres undefined)
    14, 0, -2, -3, 8, -2.1, 2, -2, -0.7, 108
- CCCCNC(=O)Cn1c(=O)n(C)c2ccccc21
    5, /, 1, -5, /, 9.4, -6, -1, -2.2, 101
- CNC(=O)CN(c1cc([N+](=O)[O-])ccc1OC)S(C)(=O)=O
    /, -1, -1, 1, -1, -0.1, -4, -1, -2.6, 97
- CC1(C)CC(=O)c2cnc(NC(=O)c3ccco3)nc2C1
    0, 2, 3, -1, 0, -1.3, 3, 1, 0.3, 104
- N#Cc1c(N)n[nH]c1Cc1cccc2ccccc12
    15, /, -9, -3, -5, -4.0, -2, 10, -0.8, 99
- Cc1nn(Cc2ccccc2)c2sc(C(=O)N3CCN(Cc4ccc5c(c4)OCO5)CC3)cc12
    0, 0, 5, -1, 1, 0.9, -11, 2, -1.3, 103
- O=C(Nc1cc(S(=O)(=O)N2CCCCC2)ccc1N1CCCCC1)c1ccncc1
    5, 2, -5, -2, -6, -0.8, 0, 1, 12, 99
- Cc1c(Cl)cccc1NC(=S)N1CCCN(Cc2ccccc2F)C1
    5, /, -7, 0, -1, 0.3, 0, -1, -2.7, 102
- Cc1ccc(S(=O)(=O)c2nc(-c3ccccc3)oc2NCc2cccnc2)cc1
    8, 0, -16, -1, -4, -0.9, 2, 2, -1.6, 106
- O=C(Nc1ncc(Cc2ccccc2)s1)C1COc2ccccc2O1 (centres undefined)
    29, -3, -4, 1, -2, -0.4, 3, 7, -3.3, 106
- CC(C)N(C(=O)[C@H]1C[C@H](CC(=O)NCc2ccco2)C(=O)N2CCc3c([nH]c4ccc(Cl)cc34)[C@]12C)C(C)C
    12, /, -6, 4, -1, -0.8, 4, 0, 0.6, 98
- CCc1ccccc1N1C(=O)C2C3C=CC(CC3)C2C1=O (centres undefined)
    -8, 36, -2, 0, -8, 0.9, 5, 1, 0.4, 97
- O=C(O)CCCCCCCCc1cn(CN2C(=O)c3ccccc3C2=O)nn1
    5, /, -14, 1, 0, -0.1, -2, -6, -0.9, 100
- COc1ccc(OC)c(/C=C2\SC(N3CCCC(C)C3)=NC2=O)c1 (centres undefined)
    14, -3, -2, 0, -5, -0.4, -11, 0, -2.6, 98
- CN(Cc1ccccc1F)C(=O)C1CCCN(C(=O)c2ccc(Cl)cc2)C1 (centres undefined)
    -3, -2, 0, 1, -5, 1.3, 0, 4, -3.3, 105
- COc1ccc(-n2c(SCc3ccccn3)nc3c(c2=O)SCC3)cc1OC
    26, -1, 3, 0, -3, 0.6, 0, 0, -1.1, 90
- CCc1ccc(-c2cc(C)no2)cc1S(=O)(=O)N1CCN(c2ccc(F)cc2)CC1
    29, 50*, 6, -8, -2, 2.9, -1, 3, -2.2, 96
- CCS(=O)(=O)N1Cc2ccccc2CC1C(=O)N(C)CC(=O)Nc1ccc(OC)cc1 (centres undefined)
    17, -2, -4, -1, -2, 1.0, -1, 3, 0.4, /
- Cc1ccccc1-n1nc(C)c(N=O)c1N
    -5, -1, 3, 0, -5, -1.6, 0, 1, -0.1, 93
- CCOc1ccccc1OCCCC(=O)Nc1cccc(S(=O)(=O)N2CCOCC2)c1
    -5, 3, 2, -1, 3, 0.8, -4, 4, -0.8, 95
- O=C(c1ccc(C#CC2(O)CCCCC2)cc1)N1CCN(Cc2ccccc2)CC1
    -5, 6, -8, 4, -1, -0.5, -6, -3, -0.3, 112
- Clc1ccc(Oc2cccc(/C=N/n3cnnc3)c2)cc1
    4, 2, 4, 0, -5, -0.1, 0, 0, -2.7, 112
- O=C(CSc1ncnc2c1oc1ccccc12)Nc1nc2ccccc2s1
    -18, /, -12, 6, -5, 0.3, 4, -2, 1.5, 100
- CCCCOc1ccc(C(=O)Oc2cc(C)[nH]c(=O)c2[N+](=O)[O-])cc1
    6, -1, -3, -1, -1, -0.2, -3, 2, -1.6, 101
- CC(=O)Nc1nc2c(F)cccc2s1
    5, /, -6, 3, 0, -2.5, -7, 1, 0.5, 112
- FC(F)(F)COc1ccc(-n2ccnc2)nn1
    8, -3, -3, 0, -3, 0.7, 5, -1, -2.2, 106
- Cc1ccc(C(=O)OCC(=O)Nc2cc(S(C)(=O)=O)ccc2Cl)cc1S(=O)(=O)N1CCCCC1
    5, -3, -9, -1, 1, -0.2, -5, 1, -3.2, 117
- Cc1cc(C(=O)NCC(c2cccs2)N2CCOCC2)ccc1[N+](=O)[O-] (centres undefined)
    1, 1, -10, 3, 3, 0.0, -10, 1, -0.9, 105
- Cc1c(C(=O)O)sc2nc(SCC(=O)Nc3ccc(S(=O)(=O)NC(C)(C)C)cc3)[nH]c(=O)c12
    28, 6, -1, 4, -1, -1.2, 1, -1, -1.1, 104
- CCN1CCN(C2=CC3=CC(=C(C#N)C#N)CCC3CC2)CC1 (centres undefined)
    -8, 6, i, -318, /, -61, -394, 28*, -0.5, 469
- Cc1cc(C)nc(N2CCC(C(=O)NCc3cccc(C(F)(F)F)c3)CC2)n1
    -8, 0, -9, -1, 14, -4.2, 0, -3, 0.4, 101
- O=C(CNC1CCCCC1)NCC1(c2ccccc2)CCCC1
    23, 1, -3, -2, -1, 1.6, 0, -1, 0.1, 99
- COc1ccccc1C(=O)N1CCN=C1SCc1cccnc1
    0, -2, -20, 0, -6, 0.6, -5, -5, -3.6, 98
- O=C(Nc1ccncc1)c1cc(S(=O)(=O)N2CCCC2)ccc1Cl
    8, 3, 3, 0, -1, -2.0, -6, 0, 0.1, 104
- O=C(COC(=O)CCc1ccc(S(=O)(=O)N2CCOCC2)cc1)Nc1cccc(Cl)c1
    -1, -2, 0, -5, /, -0.9, -2, -1, -0.9, 98
- CC(=O)N(Cc1nc2sc(C)c(C)c2c(=O)[nH]1)C1CCCC1
    6, -5, 8, 0, 1, -0.8, -3, 0, 0.2, 115
- Cc1nnc(NC(=O)c2ccc(S(=O)(=O)N3CC(C)CC(C)C3)cc2)o1 (centres undefined)
    -3, 1, -11, 4, /, 0.2, -3, 6, 0.0, 116
- CCCNC(=O)c1cccc(Cn2cc(Br)c([N+](=O)[O-])n2)c1
    -2, 30, -14, -4, -1, -2.0, -3, 0, -1.7, 98
- COc1cc(S(=O)(=O)Nc2c(C)nn(C)c2C)ccc1NC(C)=O
    -6, 0, -8, 3, /, -0.7, 1, -2, -0.2, 103
- Cc1cccnc1CN1CCN(C(=O)CCc2nnc(CCc3ccccc3)o2)CC1
    7, 0, -1, -1, -4, 2.1, 0, -1, -0.8, 108

# Structures shown so far with an aryl methoxy group:
# Each structure is followed by: Arrestin-AP2 inh, NSD2 HMT inh, RTF Ca sens inh, DAGLB inh, CAL PDZ FP-1, LANA DNA inh, Keap1 Nrf2 FP, V-ATPase pHluor, CAL PDZ FP-2, DSG3 Ab inh
- COc1ccccc1NS(=O)(=O)c1cc(C(=O)N2CCCC2)ccc1C
    20, 0, -6, -1, -3, 0.8, -1, 6, 0.9, 102
- C=CCn1cccc(C(=O)Nc2cc(OC)ccc2OC)c1=O
    -12, 0, -20, 2, -4, -0.5, -8, 1, -2.2, 98
- COc1ccc(NC(=O)CN2C(=O)COc3ccc(S(=O)(=O)N4CCOCC4)cc32)c(OC)c1
    -1, 2, -3, -2, -3, -2.0, 2, 2, 0.8, 90
- CNC(=O)CN(c1cc([N+](=O)[O-])ccc1OC)S(C)(=O)=O
    /, -1, -1, 1, -1, -0.1, -4, -1, -2.6, 97
- COc1ccc(OC)c(/C=C2\SC(N3CCCC(C)C3)=NC2=O)c1 (centres undefined)
    14, -3, -2, 0, -5, -0.4, -11, 0, -2.6, 98
- COc1ccc(-n2c(SCc3ccccn3)nc3c(c2=O)SCC3)cc1OC
    26, -1, 3, 0, -3, 0.6, 0, 0, -1.1, 90
- CCS(=O)(=O)N1Cc2ccccc2CC1C(=O)N(C)CC(=O)Nc1ccc(OC)cc1 (centres undefined)
    17, -2, -4, -1, -2, 1.0, -1, 3, 0.4, /
- COc1ccccc1C(=O)N1CCN=C1SCc1cccnc1
    0, -2, -20, 0, -6, 0.6, -5, -5, -3.6, 98
- COc1cc(S(=O)(=O)Nc2c(C)nn(C)c2C)ccc1NC(C)=O
    -6, 0, -8, 3, /, -0.7, 1, -2, -0.2, 103

# Bioassay records (PubChem)

# Only part of the results is shown; count on the stated rates, not on these rows.
